High-throughput results deposited in PubChem BioAssay by National Center for Advancing Translational Sciences (NCATS).
Tb PFK block: blocks T. brucei phosphofructokinase. O15648. T. brucei PFK, ADP-Glo luminescence. Potency, µM (highest dose often 57.5 µM), for the others: top-dose activity, negative = inhibition, most hits filed as inhibitors. 0.17% of 330,000 active. AID 485367;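 note: potency is the fitted concentration of half-maximal effect; 0% = uninhibited 1x PFK enzyme wells and -100% = no-enzyme wells; nearly all actives have a fitted effect of over 60% in size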
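In TEA buffer at pH 8.0 with 5 mM MgCl2, enzyme (1.25 nM) converted F6P (0.5 mM) and ATP (0.1 mM) for 45 min at room temperature. ADP product was read by luciferase luminescence.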
B2AR arrestin: recruits beta-arrestin to the human beta2-adrenergic receptor | P07550 | beta-arrestin recruitment to beta2AR, cell-based reporter | Potency, µM (top dose mostly 46.1 µM), inactives show at the top dose activation, actives largely listed as activators | 0.02% of 330,000 active | AID 492947;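 note: potency is the fitted concentration of half-maximal effect; 0% = DMSO controls and full agonism = EC100 isoproterenol or metaproterenol; nearly all actives have a fitted effect of over 65% in size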
Target sequence (P07550 whole entry, looked up): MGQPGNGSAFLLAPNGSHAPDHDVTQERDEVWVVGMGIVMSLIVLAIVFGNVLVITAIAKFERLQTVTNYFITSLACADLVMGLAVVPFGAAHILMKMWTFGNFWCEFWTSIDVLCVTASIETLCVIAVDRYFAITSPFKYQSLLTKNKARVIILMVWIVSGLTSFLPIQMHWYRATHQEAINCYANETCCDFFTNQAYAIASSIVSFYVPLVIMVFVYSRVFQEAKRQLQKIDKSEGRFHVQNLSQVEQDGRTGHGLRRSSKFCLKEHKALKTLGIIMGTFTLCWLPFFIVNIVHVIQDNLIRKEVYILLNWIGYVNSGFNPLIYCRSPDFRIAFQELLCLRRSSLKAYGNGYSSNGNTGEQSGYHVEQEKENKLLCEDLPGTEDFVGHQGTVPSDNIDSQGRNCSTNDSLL
PKM2 act: activators of human pyruvate kinase M2; AID 1631; P14618; purified PKM2, Kinase-Glo ATP luminescence, activation; response scale: 0% is enzyme alone, no compound; Potency, µM (highest dose often 57.5 µM), for the others: at the top dose activation, most hits filed as activators; 0.34% of 260,000 active; note: potency is the fitted concentration of half-maximal effect; % is set by controls: 0 for no effect and ±100 for the full control effect; nearly all actives have a fitted effect of over 55% in size
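Purified hPK-M2 (>95% pure) converted ADP (0.1 mM final) to ATP with 0.5 mM PEP in 50 mM imidazole pH7.2, KCl, MgCl2, Tween 20, BSA; 1 h at room temperature. ATP detected by Kinase-Glo luminescence.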
FBPA coupling cs: counter-screen for Giardia aldolase inhibitors: coupling enzyme system; coupling enzyme system counterscreen, AmpLite Red fluorescence; activity change, negative = inhibition, % at 58.2 µM, hits read low; 0.67% of 290,000 active; AID 2472; in the data active = activity change below about -30%; note: % is set by controls: 0 for no effect and ±100 for the full control effect
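Coupling enzymes only (glyceraldehyde-3-phosphate) + compound, at 57.5 uM final, 10 min RT; add substrate/coupling/AmpLite Red mix, 20 min RT; fluorescence ex 525/em 598 nm. Actives flag coupling-system interference.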
S-ASM inh: blocks human secretory acid sphingomyelinase | placental ASM, HMU-PC fluorogenic substrate, 60 min | Potency, µM (top dose mostly 57.5 µM), for the others: at the top dose activity change, negative = inhibition, most hits filed as inhibitors | 0.006% of 340,000 active; note: potency is the fitted concentration of half-maximal effect
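Human placenta-derived ASM enzyme was preincubated with compound for 10 minutes at room temperature, then given fluorogenic substrate HMU-PC0 (9 uM final) for 60 minutes at 37 °C; a pH 10 stop preceded fluorescence reading at Ex 386/Em 447 nm.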
Integrin act MD: activators of alpha7 integrin expression for muscular dystrophy; alpha7betagal myoblasts, beta-gal FDG fluorescence, 48 h; Potency, µM (highest dose often 38.3 µM), for inactives: top-dose activation, hits mostly activators; 0.064% of 350,000 active;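 note: potency is the fitted concentration of half-maximal effect; 100% = response of the positive control SU9516; nearly all actives have a fitted effect of over 60% in size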
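Alpha7betagal+/- myoblasts (passage 13) were plated 16-24 hr, then exposed to compounds (1:260 dilution of DMSO stock) for 48 hours at 37C. After MPER lysis, β-galactosidase reporter activity was read as FDG fluorescence (ex 480/em 540) after 30 minutes.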
TSG101-PTAP inh: blocks PTAP/TSG101 interaction to inhibit HIV-1 budding; Potency, µM (highest dose often 115 µM), for the others: at the highest dose activity change, negative = inhibition, usual class: inhibitors; Q99816; AID 493005; 340,000 tested, under 10 active; Fluorescence polarization, FITC-PTAP peptide / Tsg101 binding; active = well fitted inhibition curve with a large enough effect in the main read-out, with a control signal flat, not every such curve was filed as active; inconclusive = small, poorly fitted or top-dose-only effect, or effect the other way, or a change in a side signal; inactive = no such curve, though single readings can be large or run the other way; note: potency is the fitted concentration of half-maximal effect; % of control where 0% means no effect
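Fluorescence polarization binding of Tsg101 binding domain (10 uM final) to FITC-labeled PTAP peptide (50 nM final) in HEPES pH 7.5 buffer with NaCl, Tween 20, EDTA, TCEP. Compounds added before peptide; binding 20 min at RT.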
Menin-MLL TR inh: menin-MLL binding inhibition, Texas Red mutant peptide; O00255; Menin + Texas Red MLL mutant peptide, fluorescence polarization; Potency, µM (doses to about 61.6 µM), without a hit: top-dose FP activity change, negative = inhibition, most hits filed as inhibitors; 0.23% of 270,000 active; active = well fitted inhibition curve with a large enough effect in the polarisation, with a control signal flat, not every such curve was filed as active; inconclusive = small, poorly fitted or top-dose-only effect, or effect the other way, or a change in a side signal; inactive = no such curve, though single readings can be large or run the other way; the % refers to the polarisation; note: potency is the fitted concentration of half-maximal effect; % of control where 0% means no effect; many of its hits are not listed in these tables
Target sequence (O00255 whole entry, looked up): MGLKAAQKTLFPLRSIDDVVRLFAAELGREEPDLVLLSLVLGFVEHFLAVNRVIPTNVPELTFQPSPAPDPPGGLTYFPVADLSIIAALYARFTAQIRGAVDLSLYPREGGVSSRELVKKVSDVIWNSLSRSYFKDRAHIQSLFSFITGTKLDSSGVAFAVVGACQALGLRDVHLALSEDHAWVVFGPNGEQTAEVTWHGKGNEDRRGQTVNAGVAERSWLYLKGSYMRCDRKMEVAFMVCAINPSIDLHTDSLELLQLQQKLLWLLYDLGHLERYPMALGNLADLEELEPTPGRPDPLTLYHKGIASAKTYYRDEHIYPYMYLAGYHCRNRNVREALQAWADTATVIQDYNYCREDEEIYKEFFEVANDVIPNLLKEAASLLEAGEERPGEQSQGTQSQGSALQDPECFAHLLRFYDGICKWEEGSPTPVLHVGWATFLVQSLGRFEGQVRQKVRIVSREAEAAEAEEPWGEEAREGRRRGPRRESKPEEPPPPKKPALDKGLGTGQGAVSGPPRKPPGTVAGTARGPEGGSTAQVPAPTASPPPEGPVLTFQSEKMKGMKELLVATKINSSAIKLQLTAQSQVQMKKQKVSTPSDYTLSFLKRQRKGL
GALK inh: inhibitors of human galactokinase. 0.007% of 270,000 active. Potency, µM (titrated, usually from 57.5 µM), without a hit: at the highest dose activity change, negative = inhibition, hits mostly inhibitors. Purified GALK, Kinase-Glo residual ATP luminescence; note: potency is the fitted concentration of half-maximal effect; % is set by controls: 0 for no effect and ±100 for the full control effect
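Galactose (100 uM) and ATP (35 uM) were turned over by 5 nM GALK for 1 h at RT. Kinase-Glo Plus then converted the remaining ATP into a luminescent signal.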
Chronic BCR inh: chronic active BCR signaling inhibition; ABC-DLBCL IkBa-CBG/CBR reporter, luminescence ratio, 4 h; Potency, µM (series often up to 46.1 µM), without a hit: at the top dose ratio change, negative = lower green/red ratio, usual class: inhibitors; 0.05% of 340,000 active; active = well fitted inhibition curve with a large enough effect in the signal ratio, with a control signal flat, not every such curve was filed as active; inconclusive = small, poorly fitted or top-dose-only effect, or effect the other way, or a change in a side signal; the % refers to the signal ratio;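 note: potency is the fitted concentration of half-maximal effect; plate controls were basal doxycycline-induced cells for no effect and cells given 10 µM MG132 for full effect; MG132 reads +100%, hits lower the ratio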
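Doxycycline induced both beetle luciferases in TMD8 lymphoma cells; IKK-driven degradation limits the IkappaBalpha-fused green signal, while red luminescence normalises for cell number and nonspecific effects. Compounds tested up to 46 uM, 4 hrs.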
Giardia kill: kills Giardia lamblia. 0.15% of 340,000 active. activity change, % at 7.66 µM, hits read low. Giardia lamblia trophozoite viability. AID 540267; in the data active = activity change below about -80%; inconclusive = between about -30% and that limit;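 note: parasites exposed to compound for two days anaerobically before the ATP read; % is set by controls: 0 for no effect and ±100 for the full control effect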
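Each well holds 100 Giardia trophozoites and compound. After two days (48 hrs) at 37 deg C in anaerobic conditions, ATP is quantified by luminescence.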
Numbers without * were called inactive; ? = inconclusive; nt = no result given; [ ] = another dose, or the depositor's remark. Unless noted, calls come from the whole dose curve; as a rule, active = well fitted curve in the direction sought with a large enough effect; inconclusive = small, poorly fitted or top-dose-only effect, or another doubt; inactive = no such curve, though single readings can be large; an effect the other way counts as inactive or inconclusive. A portion of the library. The share of hits here may be higher or lower than overall.

SMILES	Tb PFK block	B2AR arrestin	PKM2 act	FBPA coupling cs	S-ASM inh	Integrin act MD	TSG101-PTAP inh	Menin-MLL TR inh	GALK inh	Chronic BCR inh	Giardia kill
COc1ccc(-c2cc3nc(C4CCN(C(=O)OC(C)(C)C)CC4)c(C(=O)O)cn3n2)cc1	-2%	0.3%	0%	15	30%	-5%	-9%	43%[activator]	1%	?	8
CC1(C)C(CSc2nc3ccccc3[nH]2)C1(Cl)Cl (stereo not drawn)	-3%	0.1%	-4%	0	-3%	20%	0%	14%	0%	13%	-1
Cc1cccc(OCCC(=O)OCC(=O)N2CCc3ccccc32)c1	1%	-0.1%	0%	0	0%	-2%	-1%	-6%	1%	0%	2
Cc1ccc(Oc2ncnc3sccc23)cc1	0%	-0.1%	-13%	-1	-1%	9%	1%	-9%	0%	4%	11
Cc1ccn(C(CC(=O)c2ccc(Br)cc2)C(=O)O)n1 (stereo not drawn)	16%	0.3%	6%	6	2%	9%	-11%	nt	-3%	16%	-4
CCC1(C)NC(=O)N(CC(=O)NCC(=O)Nc2c(C)cc(C)cc2C)C1=O (stereo not drawn)	0%	0.5%	nt	nt	-1%	27%	-2%	nt	nt	0%	-2
COc1ccc(NC(=S)Nc2ccc3nsnc3c2)cc1	-2%	4.8%	-10%	-41*	12%	8%	-9%	28%	nt	-1%	5
Cc1cc([N+](=O)[O-])nn1CC(=O)N1CCOCC1	-3%	0.4%	-10%	-3	2%	6%	0%	?	-1%	-1%	?
CCC(=O)Oc1ccc(C(=O)Nc2ccc3c(c2)OCO3)cc1	0%	-0.2%	-64%	-1	2%	-5%	2%	3%	1%	?	?
COc1ccccc1NC(=O)CCCN1C(=O)C(c2ccccc2)Oc2cccnc21 (stereo not drawn)	-7%	-0.1%	nt	0	-3%	-25%	0%	-8%	0%	0%	41[activator]
Cc1cc(=O)[nH]c(N/N=C/c2cc(C)n(-c3ccccc3)c2C)n1	0%	7.7%	-10%	1	5%	6%	-7%	nt	4%	-1%	6
C=CCN(c1ccccc1)S(=O)(=O)c1ccc2[nH]cc(C(=O)NCCOC)c(=O)c2c1	-4%	-0.6%	nt	-1	1%	-14%	-9%	-8%	-2%	-5%	23
Cc1c(Br)c(=O)oc2c(Br)c(O)ccc12	11%	-0.2%	12%	1	278%[activator]	3%	-4%	-16%	-2%	?	-4
Cc1[nH]n(-c2ccc(Cl)cc2)c(=O)c1C=NC12CN3CN(CN(C3)C1)C2	4%	-0.6%	-15%	0	-2%	15%	-1%	3%	1%	-7%	3
CCOC(=O)C1CCN(C(=O)Cn2cnc3sc(C)c(S(=O)(=O)N4CCCCC4)c3c2=O)CC1	-1%	-0.4%	-1%	3	-2%	-35%[inhibitor]	-4%	-12%	0%	0%	-3
O=C(OCc1cccc(Cl)c1)c1cc([N+](=O)[O-])ccc1N1CCOCC1	10%	0.2%	nt	nt	-14%	7%	0%	nt	nt	-5%	-8
CCNC(=O)C(=O)N1CCC2(CC1)OCCN2S(=O)(=O)c1ccc(C)cc1	11%	-0.6%	nt	nt	-1%	4%	0%	nt	nt	-2%	11
Cc1ccc(-c2nc(CN3CCN(C(=O)C4CCCO4)CC3)cs2)cc1 (stereo not drawn)	-1%	-0.5%	2%	nt	1%	-44%[inhibitor]	nt	nt	-7%	-1%	8
Brc1ccccc1OCCOCCOc1cccc2cccnc12	-4%	0.4%	-7%	2	-3%	1%	-1%	-23%	0%	?	16
CCOc1ccc(S(=O)(=O)Nc2ccc(C(=O)NCC(c3ccco3)N3CCCCC3)cc2)cc1 (stereo not drawn)	1%	3.0%	nt	nt	0%	-4%	3%	nt	nt	?	12
O=C(CNC(=O)c1ccco1)NNC(=O)c1ccc(Br)cc1	5%	0.1%	nt	nt	0%	7%	0%	nt	nt	5%	-5
Cc1cc(Cl)ccc1C(=O)C1CCCN(C(=O)c2ccoc2)C1 (stereo not drawn)	0%	-0.3%	11%	2	-3%	-32%	1%	-3%	7%	7%	-16
CC1=C(C(=O)OCc2ccc3c(c2)OCO3)C(c2ccc(Cl)cc2)NC(=O)N1 (stereo not drawn)	-5%	-0.3%	?	0	3%	?	-4%	2%[11.7 µM]	1%	?	-4
CCCNC(=O)c1onc(CSc2ccccc2)c1C(=O)NCCC	0%	0.1%	nt	nt	1%	1%	-2%	nt	nt	?	13
CC1(C(=O)NC2CCCC2)CCC(=O)N1Cc1ccc2c(c1)OCO2 (stereo not drawn)	2%	-0.2%	-1%	1	5%	6%	-2%	-28%	-2%	-5%	-9
COc1ccccc1N1C(N)=NC(N)=NC12CCCCC2	0%	0.2%	nt	1	-3%	-12%	-1%	-12%	11%	?	0
O=C(Nc1ccc2c(c1)nc1n2CCCCC1)c1cc(S(=O)(=O)N2CCOCC2)ccc1Cl	0%	-0.8%	-4%	1	0%	-35%	-3%	5%	3%	-1%	8
CCN(CC)S(=O)(=O)c1ccc(OC)c(NC(=O)CCc2c(C)noc2C)c1	-2%	-3.0%	nt	nt	-1%	?	-2%	nt	nt	-2%	5
COc1cc(N=Nc2c(O)c3ccccc3[nH]c2=O)c(OC)cc1N=Nc1ccccc1	5%	-0.4%	-36%	-1	-1%	-19%	0%	?	2%	-9%	5
CCOc1cc(/C=C/c2cc(C(=O)O)c3ccccc3n2)ccc1OC	-4%	-0.2%	-5%	4	155%[activator]	0%	-1%	3%	2%	-2%	?
Cc1ccc(CCNC(=O)CS(=O)Cc2nc(-c3ccccc3F)oc2C)cc1 (stereo not drawn)	1%	0.3%	nt	0	-1%	-19%	1%	-21%	5%	0%	?
CC1CCC(NC(=O)CN2C(=O)c3cccnc3Oc3ccc(Cl)cc32)CC1 (stereo not drawn)	-7%	0.5%	nt	nt	-2%	?	-1%	nt	-2%	2%	11
CC(C)(C)C(=O)Nc1sc(-c2ccccc2)cc1C(=O)O	-2%	-0.4%	-4%	4	11%	6%	-5%	nt	3%	?	-15
O=C(CCn1c(=O)oc2ccccc21)Nc1ccon1	-4%	-1.0%	-1%	-5	2%	16%	-5%	4%	0%	-3%	26
COc1cc(S(=O)(=O)NCc2cccnc2)ccc1F	0%	-0.3%	-10%	0	4%	-7%	-5%	2%	0%	-2%	1
CC(C)(C)n1nnnc1CN1CCN(C(c2ccccc2)c2ccccc2)CC1	4%	0.1%	8%	-4	1%	-45%	1%	-28%	-1%	?	5
O=C1NC(=O)C(c2ccccc2)(c2ccc(O)cc2)N1 (stereo not drawn)	-4%	0.0%	nt	nt	-2%	?	-2%	nt	nt	-2%	1
CCn1ccnc1CN1CCCC(C(=O)c2ccc3c4c(cccc24)CC3)C1 (stereo not drawn)	2%	7.2%	8%	1	5%	-17%	-10%	?	0%	0%	6
O=C(CSC(=S)N1CCCC1)NCCc1ccccc1	-7%	0.3%	nt	nt	2%	12%	-5%	nt	nt	1%	-7
Cn1c(-c2cccc([N+](=O)[O-])c2)[n+](C)c2ccccc21	-2%	-0.2%	-6%	0	2%	0%	2%	3%	0%	7%	-10
CCOc1ccc(C2NC(=O)c3ccccc3O2)cc1OC (stereo not drawn)	1%	-0.9%	2%	-1	-6%	33%	-2%	-7%	-6%	-1%	8
COc1ccc(-c2cc(C(=O)NCCCN3CCOCC3)no2)cc1	0%	-0.1%	0%	1	2%	27%	0%	-12%	-1%	0%	6
C=CCn1c(O)c(C(CC)=Nc2ccccc2NC(=O)CC)c(=O)[nH]c1=O	-5%	0.3%	-1%	-7	3%	3%	-2%	11%	-2%	3%	-3
CCSc1ccccc1C(=O)NCCc1ccccc1	6%	-0.1%	6%	0	2%	-10%	0%	-24%	-1%	?	2
O=c1c2ccccc2nc(-c2ccco2)n1CCCn1ccnc1	5%	-0.3%	-2%	6	-2%	-30%[7.66 µM]	-8%	-21%	0%	1%	-8
COc1cccc(-c2nnc(NC(=O)CCS(=O)(=O)c3ccc(C)cc3)o2)c1	-6%	-0.1%	nt	nt	nt	-36%	-9%	nt	nt	-9%	10
Cc1sc2ncnc(N(C)Cc3cccs3)c2c1C	1%	0.2%	-1%	6	-1%	7%	-2%	0%	-3%	?	9
